A549 viability: Nrf2 qHTS screen for inhibitors: counterscreen for cytotoxicity. A549 ARE-Fluc cells, CellTiter-Fluor viability, 18-24 h. Potency, µM (series often up to 46 µM), without a hit: top-dose activity change, negative = cytotoxicity, hits mostly inhibitors. 390,000 tested, 0.16% active; note: potency is the fitted concentration of half-maximal effect; % is set by controls: 0 for no effect and ±100 for the full control effect
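Cytotoxicity counterscreen: CellTiter-Fluor fluorescence was measured in A549 ARE_Fluc cells after 18-24 h of compound exposure in a concentration series. The subsequent BugLite luminescent read reports ARE-luciferase activity.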
HepG2 tox: qHTS for Inhibitors of TGF-b: Cytotox Counterscreen; Potency, µM (titrated, usually from 46.1 µM), inactives show top-dose activity change, negative = cytotoxicity, most hits filed as cytotoxic; 410,000 tested, 0.76% active; HepG2 CAGA-GFP viability, ATP luminescence, 18 h; note: potency is the fitted concentration of half-maximal effect; some results filed as inactive show a strong effect at the top dose
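CellTiter-Glo luminescence gave cytotoxicity after 18 hours at 37 degrees C. The cells were HepG2 CAGA-GFP in 1% FBS DMEM, stimulated with 500 pg/mL TGF-beta after compound addition. %Activity was normalised to no-cell wells (complete cell-killing) and DMSO (no toxicity), and curves were fitted and classified.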
S2 tox: Viability Counterscreen for Primary qHTS for Inhibitors of ATXN expression. S2 cells (HEK-293 line with an ATXN2-luciferase reporter) viability, CellTiter-Fluor protease fluorescence, 24 h. Potency, µM (highest dose often 56.7 µM), usual class: cytotoxic. 400,000 tested, 0.49% active; note: potency is the fitted concentration of half-maximal effect; nearly all actives have a fitted effect of over 40% in size
TGFb inhibitor: qHTS for Inhibitors of TGF-b; AID 588855, 2011; Potency, µM (titrated, usually from 46.1 µM), for inactives: at the highest dose activity, negative = inhibition, hits mostly inhibitors; HepG2 CAGA-GFP TGF-b/SMAD3 reporter, GFP fluorescence, 18 h; TGF-beta stimulated, 500 pg/mL final; 410,000 tested, 1.2% active; note: potency is the fitted concentration of half-maximal effect; % is set by controls: 0 for no effect and ±100 for the full control effect; nearly all actives have a fitted effect of over 65% in size
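HEPG2 CAGA-GFP, 1000 cells/well; 2 h settle, 37 C; cpd via pin tool; TGF-b 500 pg/mL final; 18 h, 37 C; GFP imaging ex488/em500-530; %Activity normalised to -TGF-b and +DMSO controls; CRC fit, curve class.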
Nrf2 block: Nrf2 qHTS screen for inhibitors; A549 ARE-Fluc reporter, luciferase luminescence, 18-24 h; 360,000 tested, 2.1% active; AID 504444, 2011; Potency, µM (doses to about 46 µM), inactives show top-dose activity change, negative = inhibition, hits mostly inhibitors; note: potency is the fitted concentration of half-maximal effect; % is set by controls: 0 for no effect and ±100 for the full control effect; nearly all actives have a fitted effect of over 60% in size
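In this cell-based qHTS, ARE-driven firefly luciferase in A549 cells reports Nrf2 activity; the luminescent signal after BugLite lysis is the measured value, with a prior CellTiter-Fluor read for cell health.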
CCT chaperon mod: High-Throughput Screening for Modulators of Cytosolic Chaperonin Activity; activity change, % (test concentration not listed), hits read low; purified chaperonin ATPase assay, HTRF ADP detection, 30 min; AID 651819, 2012; 360,000 tested, 0.3% active; in the data active = activity change below about -30%; note: % is set by controls: 0 for no effect and ±100 for the full control effect
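TRiC at 40 or 20 nM final (batch-dependent) in 30 mM Tris pH 7.4, 100 mM KCl, 5 mM MgCl2, 1 mM DTT, with compound at single 76 uM and 10 uM ATP, 30 min at 37 deg C. ADP detected by HTRF Transcreener, 665/615 ratio.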
Nrf2 ARE act: qHTS of Nrf2 Activators; AID 624171, 2012; Potency, µM (highest dose often 46.1 µM), without a hit: at the top dose activation, most hits filed as activators; 410,000 tested, 0.31% active; AREc32 ARE-luciferase reporter (MCF7-derived line), luminescence, 24 h; note: potency is the fitted concentration of half-maximal effect; % of control where 0% means no effect; nearly all actives have a fitted effect of over 65% in size
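Steps: seed AREc32_Fluc cells (1000/well, 5% FBS OPTI-MEM); incubate overnight at 37 deg C; add 23 nL compound; incubate 24 hr; add Steady-Glo; hold 30 min RT; read luminescence.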
Akt phos inh: HTS Assay for Inhibitors of Akt Phophorylation: Primary Screen. 360,000 tested, 0.32% active. Neuro2A IGF-stimulated pAkt S473 HTRF, 20 min; active compounds read low. activity change, % for hits at 50 µM. AID 651550, 2012; in the data active = activity change below about -80%; inconclusive = mostly about -51% to -80%; note: % is set by controls: 0 for no effect and ±100 for the full control effect
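Neuro2A cells in DMEM with 0.5% FBS, overnight at 37 deg C, given compound at single 50 µM final, then IGF (6 nM final) for 20 min at 37 deg C. Lysed; phospho-Akt Ser473 by HTRF after 24 h, 665/615 ratio.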
MmCpn inh: Inhibitors of TCP-1 ring complex (TRiC) of Methanococcus maripaludis (MmCpn): qHTS. Chaperonin Mm-Cpn (Methanococcus maripaludis). purified Mm-Cpn ATPase, ADP Transcreener TR-FRET. Potency, µM (doses to about 76.9 µM), inactives show at the highest dose activity, negative = inhibition, actives largely listed as inhibitors. 330,000 tested, 0.031% active; note: potency is the fitted concentration of half-maximal effect; % is set by controls: 0 for no effect and ±100 for the full control effect; nearly all actives have a fitted effect of over 80% in size
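ATP (10 uM final) was added to archaeal chaperonin (25 nM final) after 10 min exposure to test compound at 37°C; after 30 min further incubation, ADP was detected by competitive TR-FRET.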
* hit, by the source's call; i = inactive; u = inconclusive; x = not tested or not shown; & = joins results of further samples; [ ] = dose if it differs, or a comment. Unless noted, calls come from the whole dose curve; as a rule, active = well fitted curve in the direction sought with a large enough effect; inconclusive = small, poorly fitted or top-dose-only effect, or another doubt; inactive = no such curve, though single readings can be large; an effect the other way counts as inactive or inconclusive.

SMILES	A549 viability	HepG2 tox	S2 tox	TGFb inhibitor	Nrf2 block	CCT chaperon mod	Nrf2 ARE act	Akt phos inh	MmCpn inh
CCOC(=O)CCC(=O)N(CCN(C(=O)CCC(=O)OCC)c1ccccc1)c1ccccc1	1%	2%	i	-11%	12%	0.1	0.5%	i	1%
Oc1c(CN2CCOCC2)cc(CN2CCOCC2)c(O)c1CN1CCOCC1	-10%	-2%	i	-7%	4%	-0.2	-0.1%	i	x
CC(C)c1ccc(S(=O)(=O)N2CCN(C(=O)[C@@H]3CCCN3C(=O)c3cccs3)CC2)cc1	0%	-4%	i	7%	7%	2.4	-0.8%	i	-18%
CC(C)S(=O)(=O)N1CCCC(c2cc(C(=O)NCc3ccccc3)no2)C1 (stereo not drawn)	x	4%	i	-2%	x	0.5	-1.0%	i	x
COC(=O)c1cc(S(=O)(=O)NCc2ccc(S(N)(=O)=O)cc2)oc1C	9%	31%	i	35%[activator]	-3%	-1.0	1.3%	i	-10%
CC1CCN(S(=O)(=O)c2cn(CC(=O)N3CC(C)CC(C)C3)c(=O)c3ccccc23)CC1 (stereo not drawn)	-15%	-33%	i	-4%	-5%	-0.4	0.4%	i	-9%
CC(=O)c1cccc(-c2ccc3c(c2)C(C)(Cc2ccccc2C#N)C(=O)N3)c1 (stereo not drawn)	x	-6%	i	19%	x	-0.5	4.4%	x	x
CCc1nnc(NC(=O)CSc2nnc3ncccn23)s1	-6%	-12%	i	5%	-19%	-0.2	-0.9%	i	1%
CCCCNC(=O)N(O)C1N(/N=C/c2ccccc2OC)C(=S)SC1(C)C (stereo not drawn)	-5%	-16%	i	u	2%	-2.3	-0.5%	i	-1%
CC1CC(C)CN(C(=O)C2CCCN(S(=O)(=O)c3cnc[nH]3)C2)C1 (stereo not drawn)	0%	-2%	i	14%	8%	-0.5	-0.3%	i	2%
Cc1cc[n+](CC(=O)c2ccc3c(c2)OCCO3)cc1	11%	-5%	i	0%	1%	-3.2	-0.4%	i	-1%
COc1ccccc1OCCNC(=O)C1CCCCC1	8%	-21%	i	-4%	18%	-4.1	1.6%	i	-7%
Cc1ccc(CSc2nnc(NC(=O)C3=COCCO3)s2)cc1	5%	4%	i	6%	18%	-2.5	0.4%	i	-5%
O=C(COC(=O)c1ccc(O)cc1O)Nc1ccc2c(c1)OCCO2	-2%	-30%	i	-22%	u	-0.6	4.5%	i	-1%
Cc1ccc(CC(=O)NCc2nc(-c3ccccc3)no2)cc1	1%	-22%	x	-16%	-2%	x	4.4%	x	x
CNC(=O)c1ccsc1NC(=O)c1ccc(S(=O)(=O)N2CCOCC2)cc1	-5%	3%	i	4%	-28%	1.9	-0.7%	i	1%
C#CCN(Cc1ccco1)C(=O)c1cc(COc2cccc3cccnc23)on1	x	-2%	i	0%	x	-2.6	-1.0%	i	x
O=C(O)c1cccc(NS(=O)(=O)c2ccc(Cl)c(C(=O)O)c2)c1	-4%	3%	i	-14%	7%	-3.4	-0.8%	i	1%
Cc1cc(OCC(=O)N(Cc2ccc(N(C)C)cc2)Cc2ccco2)cc(C)c1Cl	-4%	-28%	x	x	u	x	-0.7%	x	x
COc1ccc(N2CCN(CC(=O)Nc3c(C)cc(C)cc3C)CC2)cc1	3%	-36%	i	3%	-20%	-2.3	0.3%	i	0%
Nc1nc2c(nnn2C2CC(O)C(CO)O2)c(=O)[nH]1 (stereo not drawn)	x	-25%	i	u	x	-1.8	-1.8%	i	x
Cc1ccc(CNC(=O)C(=O)NCC2OCCN2S(=O)(=O)c2ccc3c(c2)OCCO3)cc1 (stereo not drawn)	8%	-30%	i	-16%	10µM*	0.2	0.4%	i	-3%
COc1ccc(N2CC(NC(=O)Cc3cccs3)CC2=O)cc1 (stereo not drawn)	-4%	-13%	x	-4%	x	x	-0.5%	x	x
COC(=O)CCCC(=O)N1CCC(CCC(=O)NC2CC2)CC1	1%	8%	i	9%	-7%	-1.7	-0.2%	i	1%
CCCc1ccc(OCCNC(=O)CC)cc1	-1%	-2%	i	0%	11%	-9.8	1.8%	x	-2%
The results go on.
SMILES	A549 viability	HepG2 tox	S2 tox	TGFb inhibitor	Nrf2 block	CCT chaperon mod	Nrf2 ARE act	Akt phos inh	MmCpn inh
O=c1[nH]c2ccccc2nc1C(Nc1ccccc1)c1ccccc1 (stereo not drawn)	0%	-5%	i	u	-7%	-0.3	-0.1%	i	0%
O=C(NC1CCCCC1)c1ccc(OC2CCN(Cc3ccccn3)CC2)cc1	-5%	-23%	i	6%	-4%	-4.7	0.4%	i	-2%
COc1ccc(C(=O)Nc2ccc(S(=O)(=O)Nc3nccc(C)n3)cc2)cc1[N+](=O)[O-]	1%	-4%	x	12%	u	-0.9	0.1%	i	0%
CCCCC(=O)OCc1cn(-c2ccc(Cl)cc2)nn1	0%	0%	i	8%	10%	-5.7	0.3%	i	-2%
O=C(Nc1ccccc1Cl)C1CCCN(S(=O)(=O)c2cccc3cccnc23)C1 (stereo not drawn)	7%	-3%	i	-27%	9%	-1.4	0.2%	i	-1%
Cc1cc(C)cc(NC(=O)N2CCCC2C(=O)Nc2ccc(-n3cnnn3)c(C)c2)c1 (stereo not drawn)	-7%	8%	i	-22%	9%	-8.3	1.0%	i	0%
O=C(O)c1cccc(CSc2ncccn2)c1	0%	-28%	i	-2%	u	0.8	-0.7%	i	1%
CC(=O)Nc1ccc(-c2c(C)cc3oc(=O)cc(-c4ccccc4)c3c2C)cc1	-1%	-12%	i	u	u	-2.5	0.9%	i	-1%
COc1ccc(CNc2oc(/C=C/c3cc(OC)c(OC)c(OC)c3)nc2C#N)cc1	10%	-37%	x	u	-12%	x	12%	x	x
COc1cc2c(cc1OC)C(COc1ccc(F)cc1)NCC2 (stereo not drawn)	2%	-30%	u	u	10%	0.7	7.2%	x	0%
CC(=O)c1c(OC(=O)c2ccccc2)c2ccccc2n1C	15%	1%	i	-12%	u	4.6	4.3%	i	-2%
CCC(C)(C)C1CCc2[nH]nc(C(=O)N/N=C(\C)c3ccco3)c2C1 (stereo not drawn)	-12%	-66%	u	14µM*	u	-2.5	0.1%	i	4%
O=C(CN(C(=O)CCC(=O)Nc1nccs1)c1ccccc1F)NCc1ccc2c(c1)OCO2	-2%	-1%	i	1%	2%	-0.1	2.2%	i	-1%
COc1cccc(C(=O)N(Cc2cccc(Cl)c2)Cc2ccco2)c1	3%	-15%	x	x	u	x	8.5%	x	x
COc1ccc(C2(CNC(=O)c3ccccc3)CCOCC2)cc1	-2%	13%	i	9%	11%	0.6	-0.6%	i	0%
CC(=O)NCCC(=O)Nc1ccc(C)c(F)c1	-2%	-12%	i	0%	29%	0.0	0.3%	i	-1%
CCOc1cc(NC(=O)c2ccccc2OC)c(OCC)cc1NC(=O)c1ccccc1	-16%	7%	i	-1%	u	-1.6	-0.4%	i	1%
Cc1c(C)n(C)c2ccc(C(=O)NCCCN3CCCCC3C)cc12 (stereo not drawn)	8%&11%	-19%&-11%	i	-1%&0%	u	2.3	-0.2%&-0.8%	i	-1%
Cc1nnc(SCc2cnc(-c3ccc(C(C)C)cc3)s2)n1C	-4%	-5%	x	15%	5%	0.1	-0.7%	x	0%
Cc1ccc(-c2nc3ccccc3c(=O)n2O)cc1	1%	-2%	i	0%	10%	0.6	4.7%	i	0%
Cc1ccccc1NS(=O)(=O)c1cc2c(cc1C)N(C)CCO2	-4%	-16%	i	-4%	-5%	-1.8	-0.9%	i	-1%
CCOC(=O)N1CCN(C(=O)C2CCN(Cc3cccc(OCc4ccccc4)c3)CC2)CC1	6%	12%	i	-6%	-1%	0.1	-0.1%[9.22 µM]	i	0%
O=C(/C=C/c1ncc(C(F)(F)F)cc1Cl)OCc1ccccc1	-10%	-3%	i	0%	u	0.0	-0.7%	i	-8%
O=C1COc2cccnc2N1	-5%	2%	i	-29%	-3%	-1.2	-0.4%	i	1%&2%
Cc1ccccc1OC(=O)CSc1nnc(-c2ccc3c(c2)OCO3)o1	-1%	7%	x	u	u	x	-4.3%	x	x
CCC(C(=O)c1ccccc1)N(C(=O)c1ccccc1Cl)N1C(=O)C2C3C=CC(C3)C2C1=O (stereo not drawn)	-2%	1%	i	1%	2%	1.4	0.3%	i	0%

Quoted at random: six compounds from above, in no set order.
SMILES	A549 viability	HepG2 tox	S2 tox	TGFb inhibitor	Nrf2 block	CCT chaperon mod	Nrf2 ARE act	Akt phos inh	MmCpn inh
COc1ccc(CNc2oc(/C=C/c3cc(OC)c(OC)c(OC)c3)nc2C#N)cc1	10%	-37%	x	u	-12%	x	12%	x	x
O=c1[nH]c2ccccc2nc1C(Nc1ccccc1)c1ccccc1 (stereo not drawn)	0%	-5%	i	u	-7%	-0.3	-0.1%	i	0%
CC(=O)Nc1ccc(-c2c(C)cc3oc(=O)cc(-c4ccccc4)c3c2C)cc1	-1%	-12%	i	u	u	-2.5	0.9%	i	-1%
Cc1ccccc1OC(=O)CSc1nnc(-c2ccc3c(c2)OCO3)o1	-1%	7%	x	u	u	x	-4.3%	x	x
CCOC(=O)N1CCN(C(=O)C2CCN(Cc3cccc(OCc4ccccc4)c3)CC2)CC1	6%	12%	i	-6%	-1%	0.1	-0.1%[9.22 µM]	i	0%
O=C(NC1CCCCC1)c1ccc(OC2CCN(Cc3ccccn3)CC2)cc1	-5%	-23%	i	6%	-4%	-4.7	0.4%	i	-2%

Screening data from PubChem BioAssay.
